Assay outcomes as filed in PubChem BioAssay.
CAL PDZ FP-1: CAL PDZ (human) peptide binding inhibition. Q9HD26. purified CAL PDZ, TMR-peptide fluorescence polarization, 1 h. inhibition, % at 24.9 µM. 300,000 tested, 0.92% active. AID 602252;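 active = mean inhibition of at least 30% with at least half of replicates also reaching 30%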;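 note: 0% = DMSO neutral control and 100% = excess unlabeled competitor peptide PRC23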
NSD2 inh: NSD2 (human) methyltransferase inhibition | O96028 | NSD2 peptide methylation, AlphaScreen, 120 min | inhibition, % at 12.5 µM | 310,000 tested, 0.54% active; in the data active = inhibition above about 50%
C-LANA FP: KSHV C-LANA DNA binding inhibition; MBP-C-LANA/FAM-LBS DNA binding, fluorescence polarization; inhibition, % at 9 µM; 340,000 tested, 0.078% active; AID 504423;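 active = highest replicate inhibition at or above 60% at 9 µM, even if other replicates fall short; inactive = all replicates below 60% inhibition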;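 note: 0% = neutral control wells and 100% = 4 µM acridine orange control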
DSG3 Ab inh: blocks pemphigus antibody binding to human desmoglein-3. binding (percent of control), % at 10 µM. 310,000 tested, 0.48% active. DSG3-coupled beads, scFv-anti-DSG3-GFP binding, flow cytometry; active compounds read low;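 active = binding more than 3 SD below its plate's average and above zero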;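 note: hits lower antibody fragment binding to DSG3; some compounds called inactive have numbers as strong as hits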
Arr AP2 block: inhibitors of human beta-arrestin and AP2 interaction; FITC-arrestin peptide / GST-AP2 beads, flow cytometry; AP2 beta2 appendage carries R879A mutation; 340,000 tested, 0.31% active; AID 504490; inhibition, % at 10 µM;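 active = inhibition above a set limit, near 3 SD of compounds lacking own fluorescence, cut at about 54% in these data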;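 note: plate controls were DMSO wells for no effect and 5 µM unlabelled arrestin peptide for full effect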
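Test system: GST-tagged AP2 beta2-adaptin appendage (R879A) on 4 µm glutathione beads; also added: fluorescein-tagged arrestin peptide at 50 nM final; timing: 12 min plus 1 h, RT; signal: flow cytometry, FL1 (488/535 nm); read-out: percent drop in bead-associated FITC signal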
DAGLB inhibitor: diacylglycerol lipase beta (human) inhibition; HEK293T DAGLB membrane lysate, EnzChek fluorogenic substrate; inhibition, % at 5.17 µM; 340,000 tested, 0.059% active; AID 504411; in the data active = inhibition above about 34%;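 note: 0% = enzyme with vehicle and 100% = wells lacking enzyme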
Target sequence (Q8NCG7 whole entry, looked up): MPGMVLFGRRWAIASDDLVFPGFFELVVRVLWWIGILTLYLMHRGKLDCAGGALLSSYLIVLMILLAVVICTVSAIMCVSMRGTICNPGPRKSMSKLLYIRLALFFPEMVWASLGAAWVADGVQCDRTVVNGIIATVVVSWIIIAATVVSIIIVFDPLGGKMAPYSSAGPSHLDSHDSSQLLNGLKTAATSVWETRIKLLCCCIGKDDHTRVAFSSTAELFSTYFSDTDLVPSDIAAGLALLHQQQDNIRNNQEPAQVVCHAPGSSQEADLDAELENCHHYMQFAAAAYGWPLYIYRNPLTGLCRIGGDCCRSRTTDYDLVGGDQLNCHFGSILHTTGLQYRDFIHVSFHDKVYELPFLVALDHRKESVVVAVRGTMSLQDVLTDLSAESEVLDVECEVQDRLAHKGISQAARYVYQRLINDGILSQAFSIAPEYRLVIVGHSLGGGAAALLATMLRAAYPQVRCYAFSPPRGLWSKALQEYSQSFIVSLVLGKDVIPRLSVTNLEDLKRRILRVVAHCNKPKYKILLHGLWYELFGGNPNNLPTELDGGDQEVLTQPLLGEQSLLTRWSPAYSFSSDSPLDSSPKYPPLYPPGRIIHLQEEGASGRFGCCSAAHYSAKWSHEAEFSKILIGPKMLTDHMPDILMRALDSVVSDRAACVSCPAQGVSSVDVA
V-ATPase pHluor: yeast V-ATPase proton transport regulation by pHLuorin; AID 504577; response, % at 10 µM; 350,000 tested, 0.37% active; S. cerevisiae, pHLuorin cytosolic pH fluorescence; in the data active = response mostly above about 7.3%, no sharp cut-off; inactive = mostly below about 5.4%; note: actives read high; inactives centre near 0; some compounds called inactive have numbers as strong as hits
Keap1-Nrf2 PPI: inhibitors of human Keap1-Nrf2 protein-protein interaction; inhibition, % at 9.4 µM; Q14145; Keap1 Kelch-Nrf2 peptide fluorescence polarization, 1536-well; 340,000 tested, 0.15% active; AID 504523; in the data active = inhibition above about 12%;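 note: human Keap1 Kelch domain with fluorescein labeled Nrf2 9mer peptide probe; 0% = neutral control wells and 100% = peptide positive control; higher means more block of Keap1 binding to Nrf2 peptide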
CAL PDZ FP-2: human CAL PDZ-peptide interaction inhibition. 330,000 tested, 0.02% active. Q9HD26. AID 504414. purified CAL PDZ, TMR-peptide fluorescence polarization, 1 h. inhibition, % at 20 µM;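 active = highest replicate inhibition of at least 40%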;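 note: plate controls were DMSO neutral control wells for no effect and unlabeled competitor peptide control wells for full effect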
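Test system: purified CerCALP PDZ construct; Compound dosing: one concentration, 20 µM compound; Also added: TMR-labelled reporter peptide T*-PRC34 bound in PDZ groove; Read-out: inhibition from polarization loss; Controls: unlabelled peptide and DMSO controls; Signal: FP readout, S and P plane fluorescence; Incubation: 1 h at RT.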
RTF Ca sens inh: cardiac RTF calcium desensitization; inhibition, % at 7.15 µM; IANBD-labeled cardiac RTF, Ca2+ fluorescence; 340,000 tested, 0.12% active;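 active = inhibition above the mean inhibition of all tested compounds plus 3 SD, cut at about 17% in these data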;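 note: assay run at fixed EC70 calcium of 1.6 mM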
The depositor's hits bear a star; / = not tested or not shown. A portion of the library; the hit share may differ from the screen's.

SMILES	CAL PDZ FP-1	NSD2 inh	C-LANA FP	DSG3 Ab inh	Arr AP2 block	DAGLB inhibitor	V-ATPase pHluor	Keap1-Nrf2 PPI	CAL PDZ FP-2	RTF Ca sens inh
CCCSc1cc(N2CCOCC2)nc(-c2ccccc2Cl)n1	-5.6	-1.9	0.4	105.3	0.2	-12.5	-1.6	-4.9	-0.7	-16.1
Cc1ccc(Cl)cc1N(CC(=O)NC1CCCC1)C(=O)c1csnn1	-2.8	-4.3	-0.3	103.3	-1.8	-3.4	3.0	-6.5	-3.7	-10.3
Cn1c(SCc2ccc(Cl)cc2)nnc1-c1ccc2nonc2c1	-3.0	0.1	0.0	108.4	37.9	-3.0	0.5	1.6	0.7	-4.3
COc1cccc(N2CCN(c3ncnc4c3cnn4-c3ccc(C)cc3C)CC2)c1	/	/	1.5	98.0	-1.4	-0.3	-0.1	-1.2	-1.1	1.1
O=C(CN1C(=O)C(=O)N(Cc2ccccc2)C1=O)c1ccc[nH]1	0.1	-2.1	-0.6	103.0	41.6	-1.2	-3.3	3.2	1.4	-7.2
COc1ccc(C(=O)Nc2ccc3c(c2)C(=O)N(C)C3=O)cc1OC	-8.2	/	1.2	95.1	6.2	0.4	-23.5	2.3	1.4	-4.8
Cc1ccc2nsnc2c1NC(=O)CCc1ccccc1	-1.5	-1.5	-0.8	94.8	-2.4	0.1	1.5	-3.8	-0.8	-3.6
O=c1c2ccccc2ncn1Cc1nc2ccccc2s1	-0.6	-3.9	-0.3	108.8	-0.9	-1.6	-0.6	-6.3	-1.4	-5.3
COc1ccc(-n2ncc3c2CC(C)(C)CC3NC(=O)c2ccnn2C)cc1 (centres undefined)	-4.0	-1.1	-0.9	97.5	1.0	0.4	-2.4	-2.1	-2.3	4.5
CCOC(=O)c1c(-c2ccc(OC)cc2)csc1NC(=O)CSc1ccccc1	-6.1	-12.3	0.1	/	9.6	-11.6	1.4	-3.2	-0.7	-2.6
CCOC(=O)CN1C(=O)S/C(=C/c2ccc(OCc3ccc(C(=O)O)cc3)cc2)C1=O	-12.9	6.7	5.2	101.0	-7.6	-1.8	0.2	1.1	-4.3	-2.5
Cn1cnc([N+](=O)[O-])c1S(=O)(=O)Oc1cccc2ccccc12	1.7	1.6	9.6	105.3	13.3	-6.6	-0.2	6.5	-0.2	-6.6
CC1CN(C(=O)c2ccc(CNS(=O)(=O)c3cccc(Cl)c3)cc2)CC(C)O1 (centres undefined)	-1.4	0.0	0.5	107.8	-5.0	-1.2	-1.0	-0.1	-2.7	0.8
CCC(C)(C)n1c(=O)[nH]c2c(c1=O)CCC2	-2.2	14.9	4.5	104.2	-5.7	-6.4	0.4	0.0	-1.9	-18.4
O=C1CC[C@@H]2CC3(C[C@@H]4CCN1[C@H]24)Nc1ccccc1NC3=NC1CCCCC1 (some centres undefined)	-13.9	/	2.5	103.2	9.8	0.9	0.9	-2.0	-0.6	-4.4
CC(C)CN(C(=O)COC(=O)c1cncc(Br)c1)c1c(N)n(Cc2ccccc2)c(=O)[nH]c1=O	1.0	18.3	1.3	104.2	-9.8	3.2	2.3	0.4	0.0	-0.6
O=C(ON=C1CCN(S(=O)(=O)c2ccccc2)CC1)c1ccccc1	-3.0	-2.2	-1.7	100.3	17.1	0.6	0.0	1.9	/	-1.4
CCn1ccc(C(=O)Nc2ccccc2SC)n1	-0.8	-2.7	-1.0	96.0	32.4	-1.1	2.8	-1.3	-1.6	-4.1
COc1ccc2c(c1)c(C(=O)CN1CCC(C(N)=O)CC1)c(C)n2C	/	-1.8	0.1	89.9	0.3	0.6	3.9	1.6	-0.1	-5.1
CC1(C)C2CC=C(/C=N/n3cnnc3)C1C2 (centres undefined)	-5.2	4.6	-0.2	105.3	-1.2	1.4	1.9	1.0	-0.1	-19.3
CCOC(=O)Cc1csc(NC(=S)NC(=O)c2cc(OC)c(OC)c(OC)c2)n1	-5.4	1.0	-1.0	98.0	-1.6	-3.9	5.7	-0.2	-2.2	5.7
Cn1nc(C(F)(F)F)c(C(=O)Nc2ccc(F)cc2)c1Cl	2.2	-0.9	0.4	108.0	9.7	2.0	-2.1	-17.1	-2.1	0.2
CC(C)c1cc(C(F)(F)F)n2nc(C(=O)Nc3ccc4c(c3)OCO4)cc2n1	-4.6	/	1.3	110.7	3.5	-8.2	2.4	-1.7	-0.1	-39.2
COc1ccc(C2(C)NC(=O)N(CC(=O)NC3(C#N)CCCCC3)C2=O)cc1 (centres undefined)	/	-0.5	-3.2	105.4	-1.0	2.8	-4.7	-3.8	-0.3	-7.3
CCOC(=O)C1CCN(C(=O)c2cc(S(=O)(=O)N3CCc4ccccc43)ccc2OC)CC1	-4.4	1.7	1.0	97.1	-1.3	-1.7	-1.5	1.1	-1.7	-4.0
O=C(Cn1cnc(Cl)c1Cl)c1ccc(F)cc1	-1.7	/	-0.4	88.7	-5.3	-2.1	0.5	-1.2	-2.0	0.7
CC(OC(=O)c1ccc(-n2cnnn2)cc1)C(=O)Nc1ccccc1F (centres undefined)	/	2.5	-0.6	102.1	-13.5	2.1	-0.5	-2.4	0.4	-10.3
COc1ccccc1NC(=S)N(Cc1ccccn1)Cc1ccccc1Cl	/	-0.7	0.8	103.5	-5.7	-0.3	-0.8	1.7	0.4	17.4*
O=c1[nH]c(N2CCN(Cc3ccc4c(c3)OCO4)CC2)nc2c1CCCC2	1.5	-2.1	0.9	109.2	7.3	-1.0	3.1	5.9	-0.6	-0.6
Cc1cc(C)cc(NCc2ccncc2)c1	-4.4	19.4	7.4	99.5	0.9	-1.5	-0.2	-3.6	/	4.1

Part of the list above in order of number of heavy atoms, high to low:
SMILES	CAL PDZ FP-1	NSD2 inh	C-LANA FP	DSG3 Ab inh	Arr AP2 block	DAGLB inhibitor	V-ATPase pHluor	Keap1-Nrf2 PPI	CAL PDZ FP-2	RTF Ca sens inh
CC(C)c1cc(C(F)(F)F)n2nc(C(=O)Nc3ccc4c(c3)OCO4)cc2n1	-4.6	/	1.3	110.7	3.5	-8.2	2.4	-1.7	-0.1	-39.2
CC(OC(=O)c1ccc(-n2cnnn2)cc1)C(=O)Nc1ccccc1F (centres undefined)	/	2.5	-0.6	102.1	-13.5	2.1	-0.5	-2.4	0.4	-10.3
CC1(C)C2CC=C(/C=N/n3cnnc3)C1C2 (centres undefined)	-5.2	4.6	-0.2	105.3	-1.2	1.4	1.9	1.0	-0.1	-19.3

(next part)
SMILES	CAL PDZ FP-1	NSD2 inh	C-LANA FP	DSG3 Ab inh	Arr AP2 block	DAGLB inhibitor	V-ATPase pHluor	Keap1-Nrf2 PPI	CAL PDZ FP-2	RTF Ca sens inh
O=C(Nc1ccnc(-c2cccnc2)n1)c1cccc(Cl)c1Cl	/	0.1	-0.5	107.7	16.8	-0.4	4.8	2.7	-1.7	-3.5
CCOC(=O)C1(CCOc2ccccc2)CCN(Cc2cc(OC)c3c(c2)OCO3)CC1	/	1.3	-0.4	107.5	0.6	-5.4	0.7	-3.0	-1.2	-8.1
Cc1cc(OCC(=O)NCc2ccccn2)c2c(C)c(Cc3ccccc3)c(=O)oc2c1	2.2	-4.0	-0.4	101.7	0.7	-2.0	4.6	-8.1	-1.6	2.5
CCCCNC(=O)c1ccc2c(OCC)n(CCCC)nc2c1	-1.7	/	0.3	102.3	8.1	1.4	2.7	-0.5	-0.9	-7.7
CN(C)/C=N/c1c(C(=O)NCc2ccccc2)nnn1Cc1ccccc1	-2.0	-5.2	-0.2	99.2	-1.9	1.6	-2.0	1.1	11.2	-6.5
O=C(NCCCO)C(=O)NCC1OCCCN1S(=O)(=O)c1cccs1 (centres undefined)	0.6	0.5	-1.6	107.4	5.5	2.0	-1.5	-5.9	-0.1	-2.2
COC(=O)c1ccc(-n2nnnc2SCC(=O)Nc2ccccc2F)cc1	12.2	-1.6	-0.3	111.5	25.9	2.9	4.2	1.1	0.2	-5.8
CCOc1ccccc1N(CC(=O)N/N=C(\C)c1cccc(Br)c1)S(C)(=O)=O	-4.0	-0.8	0.7	101.6	14.2	-2.5	-1.4	-3.4	-2.6	-13.2
CCOc1ccc(CCNC(=O)COC(=O)/C=C/c2ccc(OCC#N)c(OC)c2)cc1OCC	-10.7	-2.9	0.9	101.0	0.2	1.4	2.4	-3.8	-1.1	3.2
COc1ccc(Cn2c(=S)[nH]c3ccccc3c2=O)cc1	-9.7	-0.6	-4.3	93.3	4.3	0.9	0.8	3.6	-0.6	-5.9
Cc1cccn2c(=O)c(/C=C(\C#N)S(=O)(=O)c3ccccc3)c(N3CCCCC3)nc12	/	-2.0	/	114.4	5.1	/	-2.3	/	/	/
O=C(CCC(=O)OCc1ccc([N+](=O)[O-])cc1Cl)Nc1ccccc1	1.7	0.7	-1.2	108.2	-0.3	0.7	0.3	-2.3	-1.2	-6.4
CCOc1ccc(S(=O)(=O)N(CC)CC(=O)N2CCOCC2)cc1C	-5.0	9.2	0.7	109.0	25.1	2.4	-2.3	2.3	-2.1	-7.0
O=C(NCCc1ccc(C(F)(F)F)cc1)c1ccc2c(c1)OCO2	/	0.6	0.3	96.8	13.8	-1.9	5.1	-6.0	0.2	-9.6
NS(=O)(=O)c1ccc(CCNC(=O)c2cccc(OC(F)F)c2)cc1	4.6	-0.2	0.1	89.4	15.6	-1.5	-0.4	-1.2	-1.1	-13.8
COc1cc(C2c3c(oc4c(C)cc(C)cc4c3=O)C(=O)N2Cc2cccnc2)ccc1O (centres undefined)	-11.9	2.3	-0.8	103.2	-0.5	2.1	5.3	-2.9	-3.3	-3.5
Cc1ccc2nc(C(Cl)(Cl)Cl)nc(N/N=C/c3ccncc3)c2c1	-3.6	-1.6	0.0	97.8	10.5	-2.5	-7.8	-5.7	/	4.2
O=C(NCc1cccnc1)c1cccc(-c2cc3ccccc3oc2=O)c1	5.7	-0.6	-0.3	86.0	-2.8	1.7	-3.0	-6.2	-4.1	-4.9
COc1ccc(NC(=O)c2cccnc2)c([N+](=O)[O-])c1	0.3	-0.6	-0.6	100.9	-3.0	1.6	3.5	-2.8	-0.1	6.4
CC(=O)N1CCc2cc(S(=O)(=O)NCCN3CCC(C)CC3)ccc21	0.0	-2.2	0.9	/	9.3	-3.7	-0.9	-4.1	0.8	2.8
O=C(COc1cccnc1[N+](=O)[O-])Nc1c(Cl)cccc1Cl	-6.1	1.5	2.3	134.1	27.1	0.6	1.9	-2.9	-0.1	-1.0
Cc1ccc(NC(=S)N2CCN(C(=O)C3CCCO3)CC2)c(C)c1 (centres undefined)	-4.3	-1.3	1.1	101.2	15.7	2.8	2.6	2.1	-1.1	-7.6
c1ccc2c(c1)NCCS2	/	-2.9	0.4	106.1	-7.0	-1.1	-0.9	-9.7	0.0	-13.6
COc1ccc(CCNC(=O)COc2cccc(-n3cnnn3)c2)cc1	2.6	-2.4	-0.5	69.1	-3.2	0.8	-2.9	2.9	0.8	-3.4
COc1ccccc1NC(=O)CCn1c(=S)oc2ccccc21	-2.8	-2.3	-1.6	91.4	-14.2	-2.7	1.5	0.1	-1.0	1.4
COC(=O)C1=C(C)N(CCc2ccccc2)C(=O)C1	/	0.9	-1.2	92.2	10.2	-2.7	-2.9	-3.2	-0.3	-9.2
